# TcdB GH inh – TcdB glycohydrolase inhibitors, primary screen, biochemical, single point, plate reader; Toxin B (Clostridioides difficile), P18177; TcdB glycohydrolase enzymatic assay; inhibition, % at 9.99 µM; 350,000 compounds, 0.24% hits; in the data active = inhibition above about 10%
# Target sequence (P18177 whole entry, looked up): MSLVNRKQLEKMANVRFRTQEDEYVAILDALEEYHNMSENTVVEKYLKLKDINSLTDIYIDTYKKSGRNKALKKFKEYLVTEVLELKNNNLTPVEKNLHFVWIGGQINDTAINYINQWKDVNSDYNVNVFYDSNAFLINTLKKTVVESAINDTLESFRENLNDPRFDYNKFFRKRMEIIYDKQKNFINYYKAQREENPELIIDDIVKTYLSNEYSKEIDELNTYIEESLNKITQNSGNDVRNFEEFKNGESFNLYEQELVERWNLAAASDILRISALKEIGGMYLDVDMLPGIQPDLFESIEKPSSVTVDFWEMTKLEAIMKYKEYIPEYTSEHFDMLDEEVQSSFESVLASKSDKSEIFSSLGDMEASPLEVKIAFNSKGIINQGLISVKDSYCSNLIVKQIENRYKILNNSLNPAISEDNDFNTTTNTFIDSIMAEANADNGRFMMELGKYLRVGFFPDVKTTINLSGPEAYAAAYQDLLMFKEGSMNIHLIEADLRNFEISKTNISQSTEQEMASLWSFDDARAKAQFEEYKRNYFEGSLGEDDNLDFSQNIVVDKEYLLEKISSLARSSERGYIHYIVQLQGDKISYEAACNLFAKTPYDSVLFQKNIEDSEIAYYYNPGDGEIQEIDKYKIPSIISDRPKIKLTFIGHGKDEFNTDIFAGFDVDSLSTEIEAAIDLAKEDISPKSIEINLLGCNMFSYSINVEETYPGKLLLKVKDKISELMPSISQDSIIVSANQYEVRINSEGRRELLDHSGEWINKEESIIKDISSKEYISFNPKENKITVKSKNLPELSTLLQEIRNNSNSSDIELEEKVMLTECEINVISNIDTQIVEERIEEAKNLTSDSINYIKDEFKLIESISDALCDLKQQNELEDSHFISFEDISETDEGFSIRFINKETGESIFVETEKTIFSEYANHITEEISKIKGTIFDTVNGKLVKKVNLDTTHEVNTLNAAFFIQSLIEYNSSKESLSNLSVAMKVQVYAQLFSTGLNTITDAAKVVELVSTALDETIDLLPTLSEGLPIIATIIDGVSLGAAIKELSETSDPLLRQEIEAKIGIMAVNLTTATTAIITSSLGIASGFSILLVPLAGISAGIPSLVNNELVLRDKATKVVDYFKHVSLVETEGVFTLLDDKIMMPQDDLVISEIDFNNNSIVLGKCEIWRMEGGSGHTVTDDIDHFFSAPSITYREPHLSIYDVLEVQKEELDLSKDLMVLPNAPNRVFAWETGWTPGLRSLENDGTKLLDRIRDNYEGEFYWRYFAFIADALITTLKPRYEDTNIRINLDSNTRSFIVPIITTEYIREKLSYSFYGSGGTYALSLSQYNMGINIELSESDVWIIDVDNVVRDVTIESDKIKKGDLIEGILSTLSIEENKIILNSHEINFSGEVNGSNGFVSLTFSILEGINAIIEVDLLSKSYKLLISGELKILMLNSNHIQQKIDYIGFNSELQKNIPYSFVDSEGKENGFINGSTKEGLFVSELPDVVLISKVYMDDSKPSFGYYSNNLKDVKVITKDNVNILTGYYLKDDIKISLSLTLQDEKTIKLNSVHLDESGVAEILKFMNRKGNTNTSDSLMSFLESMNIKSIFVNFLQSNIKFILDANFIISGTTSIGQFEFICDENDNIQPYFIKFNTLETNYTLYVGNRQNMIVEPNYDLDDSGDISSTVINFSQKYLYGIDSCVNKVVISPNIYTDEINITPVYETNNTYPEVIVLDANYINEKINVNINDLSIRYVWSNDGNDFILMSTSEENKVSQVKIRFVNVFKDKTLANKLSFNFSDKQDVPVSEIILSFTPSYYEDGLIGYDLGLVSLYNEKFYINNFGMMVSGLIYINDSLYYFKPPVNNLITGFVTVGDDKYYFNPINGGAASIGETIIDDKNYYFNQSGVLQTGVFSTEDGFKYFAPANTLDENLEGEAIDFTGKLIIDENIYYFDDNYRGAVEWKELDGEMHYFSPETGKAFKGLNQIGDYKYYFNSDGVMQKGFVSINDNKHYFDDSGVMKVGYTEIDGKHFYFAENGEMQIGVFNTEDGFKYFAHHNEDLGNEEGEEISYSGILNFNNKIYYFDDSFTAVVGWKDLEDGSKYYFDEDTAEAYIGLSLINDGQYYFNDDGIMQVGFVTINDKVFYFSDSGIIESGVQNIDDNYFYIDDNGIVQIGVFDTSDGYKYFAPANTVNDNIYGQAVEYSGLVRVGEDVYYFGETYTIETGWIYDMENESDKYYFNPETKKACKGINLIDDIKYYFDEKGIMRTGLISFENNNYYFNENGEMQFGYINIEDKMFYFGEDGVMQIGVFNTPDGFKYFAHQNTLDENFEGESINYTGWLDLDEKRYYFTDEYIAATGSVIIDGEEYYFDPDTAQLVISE
# BoNT A protease – BoNT/A light chain protease inhibitors, primary screen, biochemical, flow cytometry, MLPCN library. Botulinum neurotoxin type A light chain protease (Clostridium botulinum A str. ATCC 3502). AID 588499, 2011. 360,000 compounds, 0.17% hits. multiplex microsphere protease substrate cleavage. inhibition, % at 10 µM; note: plate controls were buffer without enzyme for full effect and enzyme alone for no effect
# 3CLpro inhibitor – SARS-CoV 3CLpro protease inhibitors, primary screen, biochemical, quenched FRET. Replicase polyprotein 1ab (Severe acute respiratory syndrome coronavirus), P0C6X7. recombinant SARS-CoV 3CLpro, quenched FRET peptide cleavage. inhibition, % at 6 µM. 290,000 compounds, 0.14% hits. AID 1706, 2009; in the data active = inhibition above about 12%
# SSB-PriA inh – inhibitors of Klebsiella pneumoniae PriA binding to SSB C-terminal tail, primary screen, biochemical, AlphaScreen. inhibition, % at 33 µM. PriA–SSB C-terminal tail interaction (Klebsiella pneumoniae). 430,000 compounds, 0.6% hits. AlphaScreen SSBct-PriA binding, biotinylated peptide; in the data active = inhibition mostly above about 37%, no sharp cut-off; inactive = mostly below about 20%;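 note: plate controls were negative control peptide for no effect and reference peptide for full effect; strong numbers were not always called active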
# PrPC TRFRET – inhibitors of human cell surface prion protein PrPC, primary screen, cell-based, TR-FRET | inhibition, % at 13.8 µM | TR-FRET read-out | 370,000 compounds, 0.43% hits | Major prion protein (Homo sapiens), P04156; in the data active = inhibition above about 24%; note: 0% = median of the test wells and 100% = reference compound wells
# Anthrax LF prot – Bacillus anthracis LF protease inhibitors, primary screen, biochemical, multiplex microsphere, MLPCN library | 360,000 compounds, 0.12% hits | inhibition, % at 10 µM | Lethal factor (Bacillus anthracis), P15917 | multiplex microsphere protease cleavage assay; note: plate controls were buffer without enzyme for full effect and enzyme alone for no effect
# Vc quorum ag – inducers of Vibrio cholerae quorum light production without autoinducers, primary screen, BH1578 luxS cqsA deficient, single point. V. cholerae BH1578 lux reporter, luminescence, 6 h. activation, % at 18.7 µM. 350,000 compounds, 0.16% hits; in the data active = activation mostly above about 9.7%, no sharp cut-off; note: not every result past the cut was called active; inactives centre near 0; reference of the scale not given here
# Y pestis TopoI – Yersinia pestis topoisomerase I inhibitors, primary screen, biochemical, cleavage product accumulation, plate reader, single point. DNA topoisomerase I (Yersinia pestis CO92). Y. pestis Topo-I cleavage product accumulation. activity, % at 10 µM. 360,000 compounds, 0.064% hits; in the data active = activity above about 50%, passing the limit was not always enough; note: inactives centre near 2
# PfHsp40 rescue – rescue of yeast from PfHsp40 toxicity, primary screen, S. cerevisiae, ATP luminescence | S. cerevisiae expressing PfHsp40, growth rescue | AID 504582, 2011 | 340,000 compounds, 0.68% hits | growth rescue, % at 12.5 µM; in the data active = growth rescue above about 28%, passing the limit was not always enough;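 note: yeast W303a lacking pdr1 and pdr3 grown in galactose medium; growth measured after three days at 30 °C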
# * = called active by the depositor; i = inactive; . = not tested or not shown; & = joins results of further samples. Cut-off read from the data, not from the text of the source, unless noted: active = inhibition above about 30%; inconclusive = no clear call, values can overlap the other calls; inactive = below that.
# Below each compound: TcdB GH inh	BoNT A protease	3CLpro inhibitor	SSB-PriA inh	PrPC TRFRET	Anthrax LF prot	Vc quorum ag	Y pestis TopoI	PfHsp40 rescue
- Cc1ccc(S(=O)(=O)N2CCN(C(=O)COC(=O)c3ccc(Cl)c(S(N)(=O)=O)c3)CC2)c(C)c1
→ 0.7	-0.2	.	-9.6	9.0	-2.1	1.8	12.1	-0.7
- Cc1ccc(C)c(OCCC(=O)OCC(=O)Nc2ccc(Cl)cn2)c1
→ 0.2	.	.	-17.2	-6.7	.	-1.8	30.3	-0.5
- COc1cc(C(=S)N2CCOCC2)cc(OC)c1OC(=O)c1ccccc1Cl
→ 1.1	0.1	.	.	-1.4	0.6	-1.3	-8.4	.
- O=C(CCc1ccccc1)N1CCCC(Nc2ccc(F)cc2)C1 (stereo unspecified)
→ -0.5	1.6	2.0	-6.6	8.2	-1.5	-1.2	9.0	0.2
- Cc1nc(NC(=O)CSc2nnnn2Cc2ccccc2)sc1C
→ .	-0.2	-1.2	1.1	7.1	-2.0	i	-4.2	1.8
- CCC(=O)N1CC(=O)Nc2ccc(Cl)cc2C1c1ccc(F)cc1 (stereo unspecified)
→ .	0.6	4.6	-10.4	-3.0	2.6	2.0	7.4	-0.3
- O=c1[nH]nc(Cc2ccc(-c3ccc(Cl)cc3)o2)c2ccccc12
→ .	-0.7	1.5	-10.7	-0.6	2.6	i	68.4*	-0.4
- COc1cc(C(=O)CCc2ccc3c(c2)OCO3)cc(OC)c1OC
→ -0.9	-0.1	.	-15.2	4.8	-5.9	i	-4.1	0.0
- COC(=O)c1c(SCc2ccc(C#N)cc2)nc(=O)[nH]c1C
→ 3.3	0.0	-1.2	1.0	-5.4	-8.8	-1.1	10.6	0.2
- O=C(Nc1ccc2c(c1)OCO2)C1CC(c2ccc(Cl)cc2)=NO1 (stereo unspecified)
→ .	0.3	1.0	-14.0	1.6	-0.2	i	13.7	-0.7
- COc1cccc(NC(=O)c2ccc[n+](C)c2)c1
→ 2.0	-1.4	-4.1	37.0	4.0	1.2	-1.4	-0.6	-0.8
- Cc1cc(C)nc(SCc2nc3nc(C)cc(C)n3c2Br)n1
→ .	-0.6	-0.1	-4.3	0.4	1.0	i	0.7	-1.9
- CC(=O)N1CCN(CC(=O)Nc2ccc([N+](=O)[O-])cc2Br)CC1
→ 1.3	-1.3	5.9	9.5	-37.5	-6.5	-3.3	-1.0	2.9
- COc1ccc(CN2CCC(n3nccc3NC(=O)C3CC3)CC2)c(OC)c1OC
→ -2.1	0.3	-2.5	-0.7	-3.5	-1.0	-0.4	-1.7	1.9
- O=C(O)c1ccc(S(=O)(=O)/N=C2\C=C(Nc3ccccc3F)C(=O)c3ccccc32)cc1
→ 0.6	-0.1	7.5	.	-8.4	-1.6	-0.7	-2.6	1.2
- COc1ccc(N(CC(=O)Nc2c(C)n(C)n(-c3ccccc3)c2=O)S(=O)(=O)c2ccc(C)cc2)cc1OC
→ 1.0	-2.3	-0.7	-6.5	-0.8	1.4	i	7.8	-0.6
- CCCSc1sc(C(=O)OC)c(-c2cccs2)c1C#N
→ 0.0	.	3.1	-7.2	-19.5	.	.	.	0.9
- CN(C)c1ccnc(SCc2ccccc2Cl)c1C#N
→ .	-6.1	-2.6	-50.1	1.6	-1.9	i	34.8	6.8
- Cc1c(OC(C)C(=O)NCc2ccncc2)ccc2c3c(c(=O)oc12)CCC3 (stereo unspecified)
→ 1.1	13.6	-3.1	-3.1	-0.1	4.5	-0.3	14.2	0.4
- Cc1cccc(NC(=O)Nc2ccncc2)c1
→ 0.4	0.3	2.9	7.4	2.0	0.2	i	-6.4	0.2
- CCOC(=O)C1=C(C)NC(=S)NC1c1ccc(OCC(=O)N2CCCCC2)cc1 (stereo unspecified)
→ 1.2	-1.7	-3.5	-13.8	-2.5	-1.2	-0.3	6.5	1.8
- Cc1ccc2c(CN(C)Cc3cccc(F)c3)cc(=O)oc2c1
→ 3.6	-0.2	-3.1	-0.8	-1.6	2.6	-0.2	26.2	-0.5
- CCOC(=O)c1cnc(Nc2nc3ccccc3o2)nc1CN1CCN(C)CC1
→ .	2.4	1.3	-20.2	12.2	-14.9	-0.2	11.9	-0.8
- CC(=O)Nc1cccc(-c2nc3ccccc3s2)c1
→ 4.4	0.2	5.7	-9.3	-9.1	-4.0	-0.5	-6.3	7.9
- CSc1ccccc1NC(=O)Nc1ccc(F)c(Cl)c1
→ .	-4.4	0.4	-22.5	16.0	-3.0	-2.7	1.8	-0.5
- COc1ccc(NC(=S)NN2C(C)CCCC2C)cc1 (stereo unspecified)
→ -0.1	-0.7	1.5	-8.8	-4.8	-0.7	-0.2	-5.6	1.1
- O=C(O)CSC1CC(=O)N(c2cccc(Cl)c2)C1=O (stereo unspecified)
→ .	-1.5	5.6	-8.5	1.0	0.6	0.4	1.8	-1.0
- CCOC(=O)c1cnn(-c2ccccc2)c1N
→ .	0.3	-0.7	9.0&-11.0	-6.5	-3.4	-0.1	5.8	1.2
- CCCCCn1c(SCCC(C)C)nc2c1c(=O)[nH]c(=O)n2C
→ .	0.1	-1.9	4.1	-0.7	-0.6	-25.0	111.6*	-0.2
- CC1CC(C)CN(C(=O)C2CCN(S(=O)(=O)c3ccc4c(c3)CC(C)N4C(=O)C3CC3)CC2)C1 (stereo unspecified)
→ 0.3	-0.7	-3.2	7.6	6.4	1.7	i	31.2	0.2
- CN(Cc1ccccc1)C(=O)c1ccc(NC(=O)Cc2cccc(NC(=O)C3CCCN(C(=O)CCc4ccccc4)C3)c2)cc1 (stereo unspecified)
→ 0.0	-0.4	.	5.0	13.6	-3.0	-0.3	21.7	-0.3
- O=C(NNC(=O)C1CC=CCC1)c1cccc(Br)c1 (stereo unspecified)
→ 0.4	0.2	.	-16.0	-3.7	-2.1	i	-0.7	-0.7
- O=S(=O)(Nc1nc2ccccc2nc1NCC1CCCO1)c1cccc(Cl)c1 (stereo unspecified)
→ 1.2	0.3	2.1	-19.0&-5.7	-0.8	-3.7	i	13.9	-1.5
- CCC1Nc2ncnc(N3CCN(c4ccccc4)CC3)c2N(Cc2ccc(OC)cc2)C1=O (stereo unspecified)
→ 0.8	-0.1	.	19.4	-6.6	1.9	-7.1	23.7	-1.7
- CSc1nc(N)nc2c1ncn2C1OC(CO)CC1O (stereo unspecified)
→ 0.2	0.5	.	7.2	-1.2	-1.5	0.8	6.6	-0.2
- O=C(Nc1ccc2nc3n(c(=O)c2c1)CCCC3)c1cccnc1Cl
→ 1.5	0.7	.	-6.3	-2.4	-2.0	-0.2	-7.7	-0.6
- Cc1cc(N2CCOCC2)nc2ccc(Cl)cc12
→ 0.6	-0.2	-7.4	-2.6	2.7	-8.8	i	10.0	-1.3
- O=C1CCN(C(=O)c2ccccc2)C2CCCCC12 (stereo unspecified)
→ .	2.4	-3.6	-7.1	-3.3	2.0	-0.3	1.3	-0.2
- CCc1ccc2nc(SCC(=O)N(CC)CC)c(C#N)cc2c1
→ .	0.5	2.2	-11.2	-2.1	-0.9	-0.4	22.4	0.8
- Cc1n(CC(O)COC2CCCCC2)c2ccccc2[n+]1C (stereo unspecified)
→ .	0.2	2.4	-13.9	-0.7	-4.2	-0.3	-2.8	-1.2
- COc1cccc(OCc2cc(C(=O)N(C)C3CCCCC3)no2)c1
→ 2.4	-0.4	.	.	3.8	-0.1	-0.5	19.1	.
- O=C(CCS(=O)(=O)c1ccc(Br)cc1)NC1CCCC1
→ 0.7	0.0	4.2	-10.6	.	0.7	2.2	-2.6	-1.1
- Cc1ccc(S(=O)(=O)NC(C)C(=O)Nc2ccc3c(c2)OCO3)cc1 (stereo unspecified)
→ -2.4	1.9	-1.9	4.2	3.4	0.6	-0.3	1.8	-0.7
- Cc1c(C(=O)O)cccc1-c1ccc(/C=N/n2cnnc2)o1
→ -0.3	0.2	-3.3	.	-2.9	1.0	-0.4	4.3	-0.4
- Cc1ccc(-c2nc(-c3ccncc3)no2)cc1C
→ 0.3	-2.0	-4.6	-3.7	7.6	18.2	-0.7	5.0	0.9
- COc1ccc(CN2C(=O)C(CC(=O)NCc3ccco3)CC(C(=O)N3CCOCC3)=C2C)cc1 (stereo unspecified)
→ 0.7	0.3	.	.	-9.5	4.7	-0.4	-2.4	.
- CCc1cccc(C)c1NC(=O)c1ccc2c(c1)CCN2S(C)(=O)=O
→ 0.4	-2.8	7.3	-5.0	8.9	13.1	-0.4	11.6	-1.0
- CNC(=O)CN(c1ccc2c(c1)OCCO2)S(C)(=O)=O
→ .	0.5	-3.6	-10.4	6.9	1.9	5.0	-11.6	-0.4
- Cc1ccc2c(c1)C1CN(C)CCC1N2S(=O)(=O)c1ccc(C(C)C)cc1 (stereo unspecified)
→ -6.3	2.5	.	12.0	1.7	2.0	-10.3	4.4	-0.2
- Cn1cc(C(=O)N/N=C/c2cccc([N+](=O)[O-])c2)c2ccccc21
→ -0.7	-0.3	-0.2	i	-4.8	3.7	-0.6	-5.5	.
- CCC(=O)Nc1ccc(-c2nnc(SCC(=O)N3CCCCC3)n2C)cc1
→ .	-1.1	-4.5	0.6	-1.5	12.7	0.9	-2.4	1.6
- CSc1ccccc1C(=O)Nc1cc2c(cc1C(=O)O)OCCCO2
→ -1.2	-0.8	-3.4	-5.7	2.7	-11.4	-0.3	3.7	-0.9
- CCc1nnc(NC(=O)C2CCN(S(=O)(=O)c3ccc(C)cc3)CC2)s1
→ 0.6	-0.7	1.3	-10.0	4.0	0.4	-0.4	4.8	-0.5
- C=CCNc1nc(Cl)nc(Nc2ccc([N+](=O)[O-])cc2)n1
→ 0.7	-0.4	-1.5	6.3	0.9	-3.3	-2.3	4.8	-0.6
- CCCCOC(=O)c1ccc(Nc2ncnc3nc[nH]c23)cc1
→ 0.6	-0.2	2.3	2.1	-4.4	-12.2	-0.3	0.8	-1.3
- COC(=O)c1cn(NC(=O)C2CCCO2)c(=O)c2ccccc12 (stereo unspecified)
→ .	0.3	2.1	17.2	0.5	-0.2	-1.5	-5.5	-0.1
- O=C(NCC1CCCO1)C1CCCN(S(=O)(=O)c2ccc(F)cc2)C1 (stereo unspecified)
→ -0.6	-1.3	8.1	-8.9	6.8	-3.6	i	-0.4	1.2
- CC(C)CC(C)N (stereo unspecified)
→ 0.6	-1.0	.	-6.5	4.9	-0.9	-0.3	-2.3	-1.1
- CCOC(=O)c1ccc(Nc2cc(C)nc(-c3ccccc3)n2)cc1
→ 0.1	1.6	7.0	-8.3	11.0	-3.9	-0.4	2.4	2.3
- Cn1c(SCC#N)nnc1-c1ccc2c(c1)OCO2
→ .	-1.1	4.3	-2.8	-1.0	-2.0	16.7*	-7.7	-1.7

# 3 neighbouring compounds already listed:
# Below each compound: TcdB GH inh	BoNT A protease	3CLpro inhibitor	SSB-PriA inh	PrPC TRFRET	Anthrax LF prot	Vc quorum ag	Y pestis TopoI	PfHsp40 rescue
- CN(Cc1ccccc1)C(=O)c1ccc(NC(=O)Cc2cccc(NC(=O)C3CCCN(C(=O)CCc4ccccc4)C3)c2)cc1 (stereo unspecified)
→ 0.0	-0.4	.	5.0	13.6	-3.0	-0.3	21.7	-0.3
- O=C(NNC(=O)C1CC=CCC1)c1cccc(Br)c1 (stereo unspecified)
→ 0.4	0.2	.	-16.0	-3.7	-2.1	i	-0.7	-0.7
- O=S(=O)(Nc1nc2ccccc2nc1NCC1CCCO1)c1cccc(Cl)c1 (stereo unspecified)
→ 1.2	0.3	2.1	-19.0&-5.7	-0.8	-3.7	i	13.9	-1.5

# Only part of the results is shown; count on the stated rates, not on these rows.
